PLCg1 inh = PLC-gamma1 (human) inhibition, primary screen. P19174. purified PLC-gamma1, fluorogenic substrate, fluorescence. inhibition, % at 12.2 µM. 370,000 compounds, 0.84% hits; in the data active = inhibition above about 9.5%
ADAM10 inh = ADAM10 inhibition, QFRET primary screen | O14672 | recombinant ADAM10, EDANS/DABCYL FRET peptide cleavage, 3 h | inhibition, % at 7 µM | 370,000 compounds, 0.62% hits | AID 720582;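 active = inhibition above a per-campaign cutoff equal to the mean of compounds falling between control-based bounds plus 3 SD, cut at about 20% in these data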;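 also: 0% = DMSO wells while the 100% control is not disclosed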
ssDAF-12 act = activators of S. stercoralis DAF-12 nuclear receptor; HEK293 ssDAF-12/GRIP1 lit1-tk-luc reporter, luminescence; % of 3 µM dafachronic acid response; activation, % at 6.8 µM; 370,000 compounds, 1% hits; AID 652126;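 active = activation above the mean over all tested compounds plus 3 SD, cut at about 0.9% in these data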;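 also: 0% = DMSO-only wells and 100% = 3 µM delta7-dafachronic acid wells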
ADAM17 inh = inhibitors of human ADAM17. P78536. recombinant ADAM17, EDANS/DABCYL FRET peptide cleavage. inhibition, % at 6.95 µM. 370,000 compounds, 0.83% hits;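 active = inhibition above the mean of compounds lying between control limits plus 3 SD, set per campaign, cut at about 8.5% in these data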;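 also: 0% = DMSO-only wells as the low control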
PLC-beta3 inh = PLC-beta3 (human) inhibition, primary screen; Q01970; Purified PLC-beta3, fluorogenic substrate, fluorescence; inhibition, % at 12.2 µM; 370,000 compounds, 0.18% hits; in the data active = inhibition above about 11%;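 also: 0% = median of compound wells on plate and 100% = full blocker control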
Target sequence (Q01970 whole entry, looked up): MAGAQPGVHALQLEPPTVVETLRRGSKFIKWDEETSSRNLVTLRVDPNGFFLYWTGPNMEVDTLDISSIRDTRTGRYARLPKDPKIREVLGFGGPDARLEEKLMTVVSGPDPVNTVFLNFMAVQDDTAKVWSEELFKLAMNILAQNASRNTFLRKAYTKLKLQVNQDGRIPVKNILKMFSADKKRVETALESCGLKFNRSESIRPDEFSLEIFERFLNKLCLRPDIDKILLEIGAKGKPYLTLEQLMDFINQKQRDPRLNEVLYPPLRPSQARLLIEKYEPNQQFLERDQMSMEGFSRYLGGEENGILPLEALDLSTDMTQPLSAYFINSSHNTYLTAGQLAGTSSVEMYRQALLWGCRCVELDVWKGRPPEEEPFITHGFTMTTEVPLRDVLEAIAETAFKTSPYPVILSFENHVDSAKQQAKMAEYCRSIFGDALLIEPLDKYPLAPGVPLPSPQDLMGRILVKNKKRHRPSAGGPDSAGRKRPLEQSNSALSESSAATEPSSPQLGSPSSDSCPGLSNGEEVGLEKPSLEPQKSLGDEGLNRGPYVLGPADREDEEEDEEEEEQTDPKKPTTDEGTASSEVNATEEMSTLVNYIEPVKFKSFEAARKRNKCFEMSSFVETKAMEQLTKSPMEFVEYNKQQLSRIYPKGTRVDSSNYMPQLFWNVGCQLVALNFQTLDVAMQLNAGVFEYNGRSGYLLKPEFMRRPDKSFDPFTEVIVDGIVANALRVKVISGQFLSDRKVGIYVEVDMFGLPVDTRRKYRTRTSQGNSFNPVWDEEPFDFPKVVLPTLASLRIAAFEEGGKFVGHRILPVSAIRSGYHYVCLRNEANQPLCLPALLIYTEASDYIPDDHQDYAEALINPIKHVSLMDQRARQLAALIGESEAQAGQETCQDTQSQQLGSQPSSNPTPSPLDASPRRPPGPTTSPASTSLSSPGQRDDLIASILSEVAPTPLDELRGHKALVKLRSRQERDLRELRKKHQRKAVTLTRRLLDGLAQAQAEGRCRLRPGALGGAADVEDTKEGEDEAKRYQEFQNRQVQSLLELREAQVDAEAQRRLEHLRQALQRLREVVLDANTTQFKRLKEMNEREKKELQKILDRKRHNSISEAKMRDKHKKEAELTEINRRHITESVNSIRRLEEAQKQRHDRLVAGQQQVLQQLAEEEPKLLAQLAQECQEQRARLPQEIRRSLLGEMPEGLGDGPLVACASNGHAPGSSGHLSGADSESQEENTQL
DAX1 inh-1 = DAX1 (NR0B1) inhibition, primary screen. 370,000 compounds, 1.1% hits. HEK293T StAR-luciferase reporter, SF-1/DAX-1 repression relief. inhibition, % at 6.8 µM. AID 652010;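 active = inhibition above the mean over all tested compounds plus 3 SD, cut at about 3.6% in these data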;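 also: 0% = DAX-1 cells with DMSO and 100% = cells lacking DAX-1 with DMSO; higher inhibition means more luminescence from relief of DAX-1 repression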
hgDAF-12 ag = agonists of H. glycines DAF-12 nuclear receptor; HEK293 GAL4-hgDAF12 UAS-luciferase reporter, agonist luminescence; normalized to butyrate control; activation, % at 6.8 µM; 370,000 compounds, 1.8% hits;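 active = activation above a cutoff set at the mean of all screened compounds plus 3 SD, cut at about 10% in these data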;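 also: 0% = DMSO wells and 100% = sodium butyrate wells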
sPLA2-III inh = Inhibits HGIII-sPLA2 liposome hydrolysis, primary screen. QFRET BODIPY PC-A2 liposome hydrolysis, fluorescence. Q9NZ20. AID 743126. inhibition, % at 12.2 µM. 370,000 compounds, 0.56% hits;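 active = inhibition above mean plus 3 SD of compounds lying within the high and low control bounds, cut at about 19% in these data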;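 also: 0% = median of test compound wells and 100% = no enzyme DMSO wells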
FXN GAA850 act = increases GAA850 frataxin promoter reporter activity; activation, % at 6 µM; HEK293 lucGAA850 FXN promoter luciferase reporter, 24 h; percent of 10 µM SAHA response; 360,000 compounds, 0.56% hits;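 active = activation above the average of all compounds screened plus 3 SD, cutoff fixed separately per campaign, cut at about 7.5% in these data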;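 also: 0% = DMSO wells and 100% = 10 µM SAHA wells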
DAX1 inh-2 = inhibitors of human orphan nuclear receptor DAX1 (NR0B1); P51843; HEK293 Gal4-DAX1 luciferase reporter, luminescence; inhibition, % at 6.75 µM; 340,000 compounds, 0.99% hits; AID 504766;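 active = inhibition above the mean over all tested compounds plus 3 SD, cut at about 4.2% in these data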;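 also: 0% = DAX1-transfected cells with DMSO and 100% = empty-vector control cells with DMSO; inhibition shows as a rise in luminescence from relieved DAX1 repression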
hcDAF12 agonist = H. contortus DAF-12 activation, primary screen; HEK293 hcDAF-12 lit1-tk-luc reporter, luminescence; 0% DMSO, 100% Δ7-dafachronic acid; activation, % at 6.8 µM; 370,000 compounds, 1.4% hits; AID 652067;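 active = activation above the mean of all tested compounds plus 3 SD, cut at about 5.5% in these data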;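 also: 100% = response to 3 µM Δ7-dafachronic acid high control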
Starred values were filed as active, the others as inactive; i = inactive; nt = no result given. Not a hit list. Share with any hit: about 6.9%.

SMILES	PLCg1 inh	ADAM10 inh	ssDAF-12 act	ADAM17 inh	PLC-beta3 inh	DAX1 inh-1	hgDAF-12 ag	sPLA2-III inh	FXN GAA850 act	DAX1 inh-2	hcDAF12 agonist
O=[N+]([O-])c1ccc(/C=N/n2c(CO)nc3ccccc32)s1	-4	-10	-1.2	-4	1	-2.2	-6.0	-3	4.6	-1.5	-2.4
CCCN(CCC)CCNC(=O)CCC(=O)Nc1ccc2nc(N3CCOCC3)cc(C)c2c1	i	i	0.0	i	i	1.0	8.5	13	2.6	0.6	0.8
CCOc1ccccc1C=Nc1ccccc1C(=O)Nc1ccccc1	-3	-6	-0.5	-1	-156	-0.2	-1.2	1	2.5	-0.3	-0.3
Cc1ccccc1NS(=O)(=O)c1csc(C(N)=O)c1	-1	1	-0.8	-6	-5	0.1	0.7	4	-2.1	3.0	1.2
CCOc1ccc2nc(NC(NC(C)=O)(C(=O)OC)C(F)(F)F)sc2c1 (configuration not stated)	2	-6	-0.8	-3	-2	-0.6	0.1	1	-0.3	0.7	0.2
C/C(=N\NC(=O)c1c(Cl)c(C)nn1C)c1ccc(NC(=O)c2ccncc2)cc1	-6	-13	-1.6	-5	-5	0.7	2.2	9	1.6	-1.4	-0.3
CC(=O)Nc1ccc(Nc2nc(-c3cc4ccccc4oc3=O)cs2)cc1	-79	9	-2.3	1	-111	-2.3	-5.8	-5	0.8	-3.3	-4.3
CCOC(=O)N/N=C/c1cccc(Cl)c1Cl	1	-6	-1.0	-4	2	0.8	9.5	10	4.9	2.1	0.9
Cc1cc(N/N=C/c2ccc3c(c2)OCO3)nc2ccccc12	-72	-76	-0.8	-35	-121	0.5	6.3	4	4.1	1.9	3.0
CCOC(=O)c1sc2ncn(/N=C/N(C)C)c(=O)c2c1C	-264	-46	-1.1	-18	-401	-0.5	1.8	-5	1.7	0.8	-1.0
COc1ccc(N2C(=O)C3C4C=CC(CC4)C3C2=O)c([N+](=O)[O-])c1 (configuration not stated)	4	3	-1.0	-3	-1	-0.3	-3.3	1	1.1	-0.7	-1.6
CCOC(=O)c1ccc(N=C2SC(C(=O)NC)CC(=O)N2Cc2ccc(F)cc2)cc1 (configuration not stated)	1	0	-1.1	0	-3	-0.7	3.1	-5	0.0	-1.2	0.5
CC1CCCCN1S(=O)(=O)c1ccc(NC(=O)c2ccco2)cc1 (configuration not stated)	1	2	-0.5	4	-4	0.0	-0.8	-1	0.6	0.1	0.1
Cc1ccc(N(CC(N)=O)C2SC(=O)N(Cc3ccccc3)C2=O)cc1 (configuration not stated)	9.6*	7	-0.9	3	9	0.5	4.5	6	-0.4	-0.6	-1.3
CC(C(=O)OCC(=O)Nc1cccc(S(=O)(=O)N2CCOCC2)c1)N1C(=O)c2ccccc2C1=O (configuration not stated)	2	-4	-2.1	2	-3	0.9	1.1	-10	0.9	3.3	1.0
O=C(c1ccc2c(c1)OCO2)N1CCN=C1SCc1cccnc1	2	-1	-1.3	2	2	-0.6	-0.6	2	0.6	-1.0	-2.5
O=C(Cn1cnc2c(cnn2-c2ccc(F)cc2)c1=O)N1CCN(c2ccccc2F)CC1	2	0	-1.1	-5	4	-1.0	-3.1	-1	-3.6	-0.7	-0.7
COc1ccc2c(CCN3C(=O)c4ccccc4C3=O)c(-c3c(CCN4C(=O)c5ccccc5C4=O)c4ccccc4n3C(=O)OC(C)(C)C)[nH]c2c1	-3	3	-1.7	-5	-5	nt	-3.1	0	nt	nt	-0.9
O=C(Nc1ccc(OCC(=O)N2CCOCC2)cc1)c1ccccc1Cl	2	4	-0.4	-3	-2	3.0	5.2	-1	3.3	0.1	4.7
COC(=O)c1cc(-c2ccc(OC)cc2F)nc2nc(SC)[nH]c(=O)c12	-197	-145	-0.5	-63	-315	-0.2	-1.7	5	0.6	1.6	0.3
CC(C)(C)n1[nH]c2c3c(ccc2c1=O)C(=O)c1ccccc1C3=O	5	3	-1.6	1	3	-1.4	-5.6	4	-3.4	0.9	-3.1
CCCCNC(=O)CSc1nc2ccccc2c(=O)n1Cc1ccc2c(c1)OCO2	3	0	-1.2	-1	0	-0.4	-1.6	6	1.9	0.0	1.5
O=C(CN1CCOCC1)NCC12CC3CC(CC(C3)C1)C2	3	8	-1.5	2	3	0.5	2.0	-6	1.6	0.9	-0.2
COC(=O)CN1C(=O)N/C(=C/c2ccc(OC)cc2)C1=O	3	4	-2.2	0	-2	-1.3	-1.9	-3	-2.6	-0.7	-0.3
CCn1nc(C(=O)OC2CCOC2=O)c2ccccc2c1=O (configuration not stated)	2	-4	-1.0	-4	2	0.5	-0.3	-3	-1.3	1.0	0.1

Carrying on.
SMILES	PLCg1 inh	ADAM10 inh	ssDAF-12 act	ADAM17 inh	PLC-beta3 inh	DAX1 inh-1	hgDAF-12 ag	sPLA2-III inh	FXN GAA850 act	DAX1 inh-2	hcDAF12 agonist
NC(=O)COC(=O)c1cc(-c2cccs2)nn1-c1ccccc1	0	-2	-0.8	0	-3	-0.1	2.5	-5	1.2	-0.9	-1.7
CC(Sc1nc(-c2ccccc2)cc(C(F)(F)F)n1)C(=O)NCc1ccco1 (configuration not stated)	-8	-2	-0.8	-1	2	-1.6	0.6	-5	2.1	-1.2	1.2
CCCCC(=O)Nc1sc2c(c1C#N)CC(C)(C)OC2	4	-3	-0.8	-1	4	0.5	3.3	4	1.4	1.2	2.9
C=CCn1c(=N)n(CC(O)COc2ccccc2OC)c2ccccc21 (configuration not stated)	3	-12	-0.9	0	0	-0.8	-1.4	4	-1.4	-0.7	1.1
COc1ccc(OCCN2CCC(C(=O)NC(c3ccc(F)cc3)c3ccc4ccccc4n3)CC2)cc1 (configuration not stated)	0	-1	-1.1	1	-3	1.6	3.6	-20	-0.8	nt	0.7
COc1ccc(S(=O)(=O)NCc2ccccn2)cc1C	0	-2	-1.3	-2	6	0.1	1.2	4	1.2	2.1	-2.4
Cc1ccc(NC(=O)CSc2nc3ccccc3c(=O)n2CCCN2CCCCC2)cc1C	-2	1	-0.6	0	5	0.8	7.3	-18	-3.0	-0.8	2.0
Cc1ccccc1NS(=O)(=O)c1cc(C(=O)Nc2cccc(N(C)S(C)(=O)=O)c2)ccc1C	5	3	-0.4	5	-1	0.7	-3.0	-31	-0.1	-1.3	-2.5
CN(C)S(=O)(=O)c1cccc(C(=O)NCc2cccs2)c1	0	-1	-1.2	-2	1	-0.2	-0.1	1	1.8	0.3	-0.7
S=c1[nH]c2ccc(Cl)cc2s1	-3	-2	-0.6	-3	-8	0.8	1.6	12	1.6	0.1	1.1
O=C(Nc1cc(Cl)ccc1-n1cncn1)c1cc(F)c(F)c(F)c1F	-1	-10	-1.0	-2	1	-3.0	0.6	6	1.8	-0.7	-0.7
CC(C)(C)SCCNC(=O)/C=C/c1ccc(F)cc1	1	1	1.4*	0	0	1.1	8.3	11	3.5	2.0	1.8
CC1CN(C(=O)c2cn3ccccc3n2)CC(C)O1 (configuration not stated)	-2	6	-0.4	-7	0	1.2	2.7	4	1.6	-0.1	1.1
COc1ccc(Cl)cc1C(=O)NN=C1CCCC1	2	-2	-1.3	0	0	0.7	1.1	9	2.8	-1.4	2.7
COc1cc(-n2c(=O)c3ccccc3n(CC(=O)c3ccc(F)cc3)c2=O)cc(OC)c1OC	-2	-3	-0.9	-2	-10	0.6	-1.4	-2	2.3	-0.5	-1.7
CCN(CC)c1ccc(/C=N/NC(=O)c2ccccn2)cc1	-45	1	0.8	0	-66	1.3	11*	-3	2.2	3.8	6.8*
COc1ccc(-c2coc3cc(OC4OC(CO)C(O)C(O)C4O)ccc3c2=O)cc1 (configuration not stated)	-16	-1	0.4	-8	-23	2.5	8.7	8	4.4	1.5	1.9
C=CCN(c1cccc(C(F)(F)F)c1)S(=O)(=O)c1cccc(C(=O)OCC(=O)NC(N)=O)c1	3	9	-1.4	6	6	-0.1	-2.1	-9	0.1	-0.6	-0.2
O=C(CCc1nc2ccccc2c(=O)[nH]1)NNC(=O)c1ccc(F)cc1	1	-13	-0.8	-4	-5	1.0	2.9	6	2.1	0.8	-0.7
O=C(CCSCCC(=O)NN=Cc1ccccc1)NN=Cc1ccccc1	1	-9	-1.0	0	0	-0.2	-0.2	1	-0.9	0.3	-0.5
Cc1csc(NC(=O)CSc2nnc(Cn3c(=O)sc4ccccc43)n2-c2ccccc2)n1	1	-5	-0.9	-1	0	0.0	-1.5	-17	-0.8	1.4	1.1
CC(NC(=O)c1ccc(OC2CCN(Cc3ccccn3)CC2)cc1)c1nccs1 (configuration not stated)	-2	3	-1.3	-2	-11	-1.0	-1.6	-3	0.0	0.9	-2.4
Cc1ccc(C)c2c1cc(C)c1nnc(SCC(=O)Nc3cccc(C(=O)O)c3)n12	-28	-1	-0.1	0	-40	-0.4	-0.8	3	0.9	1.4	1.9
CN(CCc1ccccc1)C(=O)c1cccc(NC(=O)Cc2cccc(NC(=O)C3CCCN(C(=O)c4ccccc4)C3)c2)c1 (configuration not stated)	6	4	-1.4	5	5	-1.3	-1.6	-16	0.2	-2.3	-0.8
COCCn1c(=O)[nH]c2cc(C(=O)N3CCN(c4ccc(Cl)cc4)CC3)ccc2c1=O	1	4	-0.5	-2	-6	0.1	-1.3	-2	-0.5	0.7	3.0
NC(Cc1ccc(F)cc1)c1csc(Nc2nncc3ccccc23)n1 (configuration not stated)	-38	-22	-1.2	-6	-54	0.1	-2.2	10	-2.1	nt	2.3
COc1ccc2cc(CCNC(=O)c3ccc4c(c3)OCO4)c(=O)[nH]c2c1	1	-24	-0.7	-5	0	-2.2	-0.5	-1	-0.3	-0.6	2.1

Profiles from above. Order of screens: PLCg1 inh	ADAM10 inh	ssDAF-12 act	ADAM17 inh	PLC-beta3 inh	DAX1 inh-1	hgDAF-12 ag	sPLA2-III inh	FXN GAA850 act	DAX1 inh-2	hcDAF12 agonist
C=CCN(c1cccc(C(F)(F)F)c1)S(=O)(=O)c1cccc(C(=O)OCC(=O)NC(N)=O)c1 in the list: 3	9	-1.4	6	6	-0.1	-2.1	-9	0.1	-0.6	-0.2
COc1ccc(OCCN2CCC(C(=O)NC(c3ccc(F)cc3)c3ccc4ccccc4n3)CC2)cc1 (configuration not stated) in the list: 0	-1	-1.1	1	-3	1.6	3.6	-20	-0.8	nt	0.7
CN(CCc1ccccc1)C(=O)c1cccc(NC(=O)Cc2cccc(NC(=O)C3CCCN(C(=O)c4ccccc4)C3)c2)c1 (configuration not stated) in the list: 6	4	-1.4	5	5	-1.3	-1.6	-16	0.2	-2.3	-0.8

Some entries already given with just hgDAF-12 ag and ADAM10 inh:
canonical_smiles	hgDAF-12 ag	ADAM10 inh
Cc1csc(NC(=O)CSc2nnc(Cn3c(=O)sc4ccccc43)n2-c2ccccc2)n1	-1.5	-5
COc1ccc(S(=O)(=O)NCc2ccccn2)cc1C	1.2	-2

Compound activity as filed in PubChem.
